PRMT1 FP inh = PRMT1 methyltransferase inhibitors, primary screen, biochemical, fluorescence polarization | Protein arginine N-methyltransferase 1 (Homo sapiens), Q99873 | recombinant PRMT1, activity-based probe fluorescence polarization | inhibition, % at 2.79 µM | actives 1.3% (n = 370,000) | AID 652257, 2013;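 active = inhibition above about 21% made by adding two undisclosed values, limit read from the data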
TDP2 absorb = human TDP2 enzyme inhibitors, primary screen, biochemical, epi absorbance, recombinant enzyme; Tyrosyl-DNA phosphodiesterase 2 (Homo sapiens), O95551; T5PNP hydrolysis, p-nitrophenol absorbance 415 nm; inhibition, % at 12.8 µM; actives 0.34% (n = 370,000); AID 720702, 2013;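 active = inhibition above the mean of all tested compounds plus 3 SD, set per campaign, cut at about 25% in these data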;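 note: 0% = DMSO with enzyme and 100% = buffer with substrate but no TDP2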
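Incubation: 2 h at 37 °C; Test system: recombinant human TDP2; Quantity: enzyme 120 nM; Read-out basis: percent inhibition; Medium: 50 mM Tris-HCl pH 7.5 with Mg2+, KCl, DTT, BSA; Repeats: single replicate; Compound: 12.8 µM single point, 1% DMSO; Signal: epi absorbance; Reagent: 5 mM T5PNP chromogenic substrate; Benchmarks: no-enzyme high, DMSO-plus-enzyme low.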
NPR2 activator = human GC-B receptor activators, primary screen, HEK293 GC-B cells, cGMP TR-FRET, EC30 CNP; activation, % at 10 µM; Atrial natriuretic peptide receptor 2 (Homo sapiens), P20594; actives 0.11% (n = 370,000); 0% at EC30 CNP, 100% saturating CNP; AID 1920062, 2024;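 active = activation at 10 µM reaching about 35% in either raw or pattern-adjusted values, limit read from the data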
MBD2 DNA inh = inhibitors of MBD2 binding to methylated DNA, primary screen, biochemical, TR-FRET, DNA-binding domain, human; Methyl-CpG-binding domain protein 2 (Homo sapiens), Q9UBB5; MBD2 binding to methylated oligonucleotide; inhibition, % at 4.4 µM; actives 0.31% (n = 370,000); AID 686964, 2013; in the data active = inhibition above about 13%
LEDGF integ inh = blockers of LEDGF/p75-dependent integrase strand transfer – biochemical, TR-FRET, high throughput, primary screen; inhibition, % at 3.7 µM; TR-FRET IN-LEDGF/p75 DNA integration, Eu/Cy5; actives 0.64% (n = 370,000); HIV-1 integrase (with human LEDGF/p75);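 active = inhibition above the screen-wide mean plus 3 SD, cut at about 13% in these data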;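 note: signal is the Cy5 over europium emission ratio at 671 and 618 nm; 0% = plate median of compound wells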
ABHD4 inh = ABHD4 inhibitors, primary screen, biochemical, fluorescence polarization, mouse; (Lyso)-N-acylphosphatidylethanolamine lipase (Mus musculus), Q8VD66; purified mABHD4, FP-Rh probe fluorescence polarization; inhibition, % at 8.92 µM; actives 0.54% (n = 370,000);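 active = inhibition exceeding the mean over every tested compound plus 3 SD, cut at about 30% in these data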;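 note: 0% = plate median of compound wells and 100% = S159A mutant with DMSO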
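Assay system: Wild-type mouse ABHD4 protein | Medium: HEPES pH 7.0 buffer, 150 mM NaCl, 0.01% Pluronic F-127 | Incubation: Enzyme–compound pre-incubation 45 min, then probe 60 min, both 25 °C | Technique: Fluorescence polarization with parallel and perpendicular emission, 525/598 nm | Evaluation: % inhibition of FP-Rh probe binding versus controls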
HTRA1 inh = HTRA1 serine protease inhibitors, primary screen, biochemical, fluorescence polarization, HTS | inhibition, % at 5.96 µM | recombinant HTRA1, FP-rhodamine activity-based probe | actives 0.5% (n = 340,000); in the data active = inhibition above about 36%;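 note: 0% = enzyme with DMSO and 100% = wells lacking enzyme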
Target sequence (Q92743 whole entry, looked up): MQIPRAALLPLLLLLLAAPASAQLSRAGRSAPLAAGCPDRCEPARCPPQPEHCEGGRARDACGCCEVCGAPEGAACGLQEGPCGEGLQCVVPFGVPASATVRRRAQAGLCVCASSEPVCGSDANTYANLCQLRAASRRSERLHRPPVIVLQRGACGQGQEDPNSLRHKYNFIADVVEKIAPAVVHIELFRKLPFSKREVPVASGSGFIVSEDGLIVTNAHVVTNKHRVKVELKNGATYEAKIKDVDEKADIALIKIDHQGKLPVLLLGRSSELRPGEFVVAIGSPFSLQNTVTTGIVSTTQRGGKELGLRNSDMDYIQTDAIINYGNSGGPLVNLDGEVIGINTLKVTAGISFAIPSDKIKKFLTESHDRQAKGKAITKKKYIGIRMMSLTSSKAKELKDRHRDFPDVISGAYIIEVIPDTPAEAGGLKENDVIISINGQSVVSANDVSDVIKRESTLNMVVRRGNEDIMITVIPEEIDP
TCR-CD3 inh = inhibitors of human TCR-CD3 interaction, primary screen, biochemical, fluorescence, TAMRA-labeled TCR probe | inhibition, % at 9.4 µM | actives 0.37% (n = 360,000) | AID 651800, 2012; in the data active = inhibition above about 19%;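 note: recombinant mutant TCR 2C K166C tagged with TAMRA read by polarization; 0% = receptor in buffer alone and 100% = receptor with positive control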
SIAE primary = human SIAE inhibitors, primary screen, biochemical, fluorescence polarization, FP-Rh probe, 1536-well HTS | Sialate O-acetylesterase (Homo sapiens), Q9HAT2 | SIAE FP-Rh probe binding | inhibition, % at 9.66 µM | actives 0.69% (n = 370,000) | AID 1053197, 2014;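 active = inhibition above a cutoff: mean of compounds within the control limits plus 3 SD of those, cut at about 17% in these data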;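 note: 0% = plate median of compound wells and 100% = probe without SIAE protein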
Target sequence (Q9HAT2 whole entry, looked up): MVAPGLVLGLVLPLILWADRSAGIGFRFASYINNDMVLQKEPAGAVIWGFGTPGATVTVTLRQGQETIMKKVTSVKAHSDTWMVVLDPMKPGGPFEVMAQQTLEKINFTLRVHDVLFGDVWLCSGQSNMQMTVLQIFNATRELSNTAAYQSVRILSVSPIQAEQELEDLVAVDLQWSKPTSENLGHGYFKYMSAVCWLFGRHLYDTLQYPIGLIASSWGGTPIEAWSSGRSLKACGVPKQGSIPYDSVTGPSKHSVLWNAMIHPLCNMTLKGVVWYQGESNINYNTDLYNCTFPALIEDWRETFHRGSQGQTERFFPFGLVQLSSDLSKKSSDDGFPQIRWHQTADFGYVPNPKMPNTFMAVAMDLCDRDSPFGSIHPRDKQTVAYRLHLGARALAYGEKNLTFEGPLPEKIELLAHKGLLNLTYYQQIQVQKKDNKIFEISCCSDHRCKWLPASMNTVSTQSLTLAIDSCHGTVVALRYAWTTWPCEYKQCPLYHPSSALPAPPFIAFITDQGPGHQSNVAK
rCAG RNA binder = binders of r(CAG) RNA repeats, primary screen, biochemical, fluorescence. actives 1.3% (n = 370,000). inhibition, % at 3 µM. r(CAG) RNA repeat, TO-PRO-1 dye displacement fluorescence;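 active = inhibition above the plate cutoff, the mean of all test compounds on that plate plus 3 SD, cut at about 35% in these data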;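 note: 0% = DMSO alone and 100% = 100 µM mitoxantrone as full dye displacement; higher means more dye released from RNA so lower well fluorescence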
Numbers without * were called inactive; . = no result given.

mol	PRMT1 FP inh	TDP2 absorb	NPR2 activator	MBD2 DNA inh	LEDGF integ inh	ABHD4 inh	HTRA1 inh	TCR-CD3 inh	SIAE primary	rCAG RNA binder
COc1ccc(CCN(C)C2CC(=O)N(c3ccccc3)C2=O)cc1OC (stereo unspecified)	46*	6	2	2	-2	4	5	12	0	-2
O=C(CSc1nnc(CNC(=O)c2ccco2)o1)Nc1cccc(F)c1	-1	0	0	-3	0	1	0	6	-8	0
Cc1ccc(OCCC(=O)OCC(=O)NC(=O)NC2CCCCC2)cc1	3	-13	-1	1	-8	-5	29	11	4	-10
Cc1ccc(S(=O)(=O)N2CC=C(C(=O)NCCC(C)C)CC2)cc1	2	1	-3	-3	-3	6	0	-2	1	-6
CCN(CC(=O)Nc1ccc(OC)cc1)C(=O)c1cc(S(=O)(=O)N2CCOCC2)ccc1N1CCCC1	-3	-4	4	-3	5	-8	1	6	-1	0
Cc1cc(C(=O)Nc2c(F)cc(F)cc2Br)n(-c2ccccc2)n1	1	-1	1	4	-1	1	4	-11	0	-5
CCC1C(=O)N=C(SCC(=O)Nc2ccc(S(N)(=O)=O)cc2)NC1=O (stereo unspecified)	13	-7	0	4	3	6	-8	10	-2	0
O=S(=O)(c1ccc2ccccc2c1)n1cccn1	1	-10	2	-3	-5	-1	0	0	-2	-1
Nc1cccc2c1C(=O)N(C(=O)c1cccc(S(=O)(=O)N3CCCC3)c1)C2=O	2	-19	3	-5	1	1	-3	3	-4	2
O=S(=O)(NCCCCCCNS(=O)(=O)c1c(F)cccc1F)c1ccc2c(c1)OCCO2	-2	11	9	0	-4	-2	-13	-2	7	0

Three structures from above, sorted by formula weight, rising:
mol	PRMT1 FP inh	TDP2 absorb	NPR2 activator	MBD2 DNA inh	LEDGF integ inh	ABHD4 inh	HTRA1 inh	TCR-CD3 inh	SIAE primary	rCAG RNA binder
Cc1ccc(OCCC(=O)OCC(=O)NC(=O)NC2CCCCC2)cc1	3	-13	-1	1	-8	-5	29	11	4	-10
COc1ccc(CCN(C)C2CC(=O)N(c3ccccc3)C2=O)cc1OC (stereo unspecified)	46*	6	2	2	-2	4	5	12	0	-2
O=C(CSc1nnc(CNC(=O)c2ccco2)o1)Nc1cccc(F)c1	-1	0	0	-3	0	1	0	6	-8	0

Further compounds
mol	PRMT1 FP inh	TDP2 absorb	NPR2 activator	MBD2 DNA inh	LEDGF integ inh	ABHD4 inh	HTRA1 inh	TCR-CD3 inh	SIAE primary	rCAG RNA binder
Nc1ncnc2c1ncn2[C@@H]1O[C@H](CNC(=O)[C@H]2CCC(=O)N2)[C@@H](O)[C@H]1O	8	3	1	1	-3	9	2	-1	1	-1
CCOC(=O)CN(C(=O)CNC(=O)c1ccco1)C(C(=O)NC1CCCC1)c1ccccc1OCC (stereo unspecified)	0	6	1	7	-2	6	-3	2	4	-10
Cc1nc2ccccc2c2oc(C(=O)NCc3ccccn3)cc12	2	11	-2	-1	-1	5	1	-4	0	-3
COc1ccccc1CC(=O)NN1C(=O)NC2(CCC(C)CC2)C1=O (stereo unspecified)	-7	0	-4	6	2	1	0	4	6	-3
COCCCN1C(=O)C(=O)/C(=C(/O)c2ccc(OC)cc2C)C1c1cccnc1 (stereo unspecified)	3	13	6	-1	1	7	1	-4	-4	-2
CCCc1nnc(NC(=O)CC(C)c2ccccc2)s1 (stereo unspecified)	-2	6	-3	-1	0	-7	-9	1	16	-6
CC1CCCCN1C(=S)NCCc1ccccc1 (stereo unspecified)	3	-7	-3	-3	-2	-5	1	4	-5	0
COC(=O)c1ccc(C(=O)NC2CCCc3c2cnn3-c2cc(F)cc(F)c2)nc1 (stereo unspecified)	2	2	0	2	-3	-6	3	-7	-5	-4
C/C(=N/NS(=O)(=O)c1ccc(C)c(C)c1)c1ccncc1	6	15	1	3	-5	3	8	-1	15	0
CC(=O)N1c2cc(S(=O)(=O)N3CCN(c4ccccc4F)CC3)c(Br)cc2CC1C (stereo unspecified)	-3	2	-3	-4	4	-6	.	.	-5	2
C=C1SC(=Nc2c(C)cc(C)cc2C)N(C(=O)c2sc3ccccc3c2Cl)C12CCCCC2	-1	13	-1	1	-1	3	10	2	-3	7
O=C(c1ccc(-c2ccccc2)cc1)C1CCCN(C(=O)c2ccncc2)C1 (stereo unspecified)	-3	2	-1	-6	6	4	0	1	8	2
CCOC(=O)c1cn(Cc2ccc(C)cc2)nn1	0	4	3	3	0	4	1	-3	6	-2
CCOc1ccc(NS(=O)(=O)c2coc(C(N)=O)c2)cc1	-7	-4	1	3	0	-7	-3	2	3	2
CC1(C)NC(=O)N(CCCCOc2ccc3c(c2)CCC3)C1=O	-2	-5	1	-1	2	0	-4	2	-2	-4
CCn1c(C)nc2cc(C(=O)N/N=C(\C)c3ccc(N4CCOCC4)cc3)ccc21	-2	-4	5	-6	-3	3	4	10	-4	-2
Cc1ccc(NC(=O)C2CCCN2S(=O)(=O)c2ccc(F)cc2)c(C)c1 (stereo unspecified)	-1	-6	-2	0	5	3	2	-3	-4	0
COc1cc([N+](=O)[O-])ccc1NC(=O)CCCOc1cccc(C)c1C	2	-23	-6	-3	6	-18	-23	-4	-6	10
COc1ccc(C)cc1S(=O)(=O)N(C)CC(=O)Nc1ccc2c(c1)OCO2	-2	-11	-1	-8	5	-11	-5	8	-7	5
O=C(CCSCCC(=O)NCc1ccc(F)cc1)NCc1ccc(F)cc1	2	3	1	3	0	1	3	-1	-2	-2
O=C(CCNC(=O)c1ccccc1Cl)Nc1ccc(S(=O)(=O)N2CCOCC2)cc1	-3	3	-3	-4	1	1	9	6	10	3
Cc1cccc(OCc2nc(-c3ccccn3)n[nH]2)c1	0	-2	-4	-1	-3	0	8	-1	1	6
COC(=O)[C@]12C[C@H](CC(=O)N3CCCCC3)C(=O)N(Cc3cccc4ccccc34)C1=C[C@H](C1CCCC1)O[C@@H]2C	1	-4	-11	2	0	6	.	.	10	9
Cc1ccc(-c2nc3cccnc3s2)cc1NS(=O)(=O)c1ccc2c(c1)CCCC2	0	0	0	7	-2	-37	-91	-2	-66	19
O=C(N/N=C\c1ccc(COc2ccc([N+](=O)[O-])cc2)o1)c1cccc(Cl)c1	-1	3	-1	1	0	1	-27	12	4	3
O=C(O)c1ccc(Nc2ncnc3scc(-c4ccccc4)c23)cc1	-2	-4	6	-4	2	1	4	8	-4	2
C/C(N)=C(/C#N)C(=O)COC(=O)C(c1ccccc1)c1ccccc1	-1	6	-4	-5	1	-15	-5	0	0	-1
CCc1ccc(C(=O)NN=C2CCCCCC2)s1	3	-2	3	1	-5	-13	-17	-1	2	2
NCc1nc(-c2ccc(Cl)cc2)no1	3	9	-4	1	-1	-5	-8	-1	-10	4
COC(=O)[C@]12CCCCC=C1N(Cc1ccccc1)C(=O)[C@H](CC(=O)N1CCOCC1)C2	-3	9	-2	-5	6	6	.	8	-2	1
O=C(COc1ccc(S(=O)(=O)Nc2ccccc2)cc1)NCc1cccnc1	-3	5	0	2	-1	-2	1	-5	8	7
O=C(CNCC1CCCO1)NCc1ccco1 (stereo unspecified)	3	1	3	4	-4	10	-19	1	4	2
O=C(Oc1cccc(N2C(=O)CCC2=O)c1)c1ccccc1	0	-5	7	-7	-2	4	2	11	-6	0
Cc1cccc(C)c1NC(=O)c1csc([C@@H]2O[C@H](CO)[C@H](O)[C@H](O)[C@H]2O)n1	0	-4	4	5	4	-2	.	-1	-2	2
CCOC(=O)c1ccc(NC(=O)CSc2nnnn2C2CCCCC2)cc1	0	0	-2	0	-1	3	3	-3	3	1
COc1ccc(NC(=O)c2ccc(-c3ccc(F)cc3)o2)cc1OC	-3	-2	0	-1	-1	6	-6	4	2	3
FCCCOc1ccc(-c2ccnc(-c3ccccc3)n2)cc1	-5	6	-12	-4	3	-19	-28	5	-4	4
CCCCN1C(=O)C(=O)N(CC(=O)Nc2ccccc2C(C)=O)C1=O	-2	0	0	3	4	-5	6	7	6	4
O=C(Nc1ccc(S(=O)(=O)Nc2cnc3ccccc3n2)cc1)c1ccc([N+](=O)[O-])cc1Cl	3	5	2	0	-2	0	-18	-4	-2	49*
CC(=O)C[C@H](O)CC(=O)[C@H]1OC(=O)CCCCCCCCc2ccccc21	-1	0	-1	1	2	-2	-5	-4	0	-8
CC(=O)OCC(=O)[C@@]1(OC(C)=O)[C@@H](C)C[C@H]2[C@@H]3C[C@H](F)C4=CC(=O)C=C[C@]4(C)[C@@]3(F)[C@@H](O)C[C@@]21C	-9	3	-1	-5	-1	1	-3	5	3	2
Cn1c(N)c(S(=O)(=O)N2CCN(C(=O)c3ccco3)CC2)c(=O)n(C)c1=O	-1	-3	-3	-1	1	2	4	6	-2	-1
Cc1ccc2c(c1)CCCN2C(=O)c1c(C)noc1C	-2	5	2	6	4	0	3	2	-1	0

Compound activity from PubChem BioAssay.

This is a subset; count on the stated rates, not on these rows.
